Screening results deposited in PubChem by several laboratories.
BH1578 lux ind = quorum light induction in luxS cqsA deficient V. cholerae | V. cholerae BH1578 lux reporter, luminescence, 6 h | activation, % at 18.7 µM | 0.16% of 350,000 active | AID 588436; in the data active means activation mostly above about 9.7%, no sharp cut-off; further: not every result past the cut was called active; inactives centre near 0; reference of the scale not given here
Yp Topo-I inh = blocks Yersinia pestis topoisomerase I activity; Y. pestis Topo-I cleavage product accumulation, plate reader; activity, % at 10 µM; 0.064% of 360,000 active; AID 504884; in the data active means activity above about 50%, passing the limit was not always enough; further: inactives centre near 2
Mtb UGM inh = blocks M. tuberculosis UGM enzyme; P9WIQ1; purified UGM, fluorescence polarization probe displacement; inhibition, % at 10 µM; 0.06% of 320,000 active; AID 504406; in the data active means inhibition above about 10%, passing the limit was not always enough
Target sequence (P9WIQ1 whole entry, looked up): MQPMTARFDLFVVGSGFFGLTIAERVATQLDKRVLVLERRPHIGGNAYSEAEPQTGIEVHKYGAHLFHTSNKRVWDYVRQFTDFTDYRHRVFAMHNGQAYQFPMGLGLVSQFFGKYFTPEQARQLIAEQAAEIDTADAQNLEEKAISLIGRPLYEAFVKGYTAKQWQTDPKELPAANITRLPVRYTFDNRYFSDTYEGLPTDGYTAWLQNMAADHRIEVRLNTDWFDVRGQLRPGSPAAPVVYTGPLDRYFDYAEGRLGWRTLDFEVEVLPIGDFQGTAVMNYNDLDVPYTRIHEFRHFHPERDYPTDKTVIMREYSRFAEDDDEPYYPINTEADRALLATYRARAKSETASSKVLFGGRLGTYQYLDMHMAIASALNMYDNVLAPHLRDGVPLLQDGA
GDH-TPI counter = GDH-TPI coupled enzyme inhibition counter-screen | inhibition, % at 4.8 µM | 1.2% of 360,000 active | GDH-TPI coupled enzyme counterscreen, NADH absorbance; in the data active means inhibition above about 30%;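 further: 0% = DMSO wells and 100% = wells lacking the enzyme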
BioA inh = BioA (M. tuberculosis) enzyme inhibition; purified M. tuberculosis BioA enzyme, plate reader; inhibition, % at 9.99 µM; 0.096% of 360,000 active; AID 602481; in the data active means inhibition above about 40%
FadD28 FP inh = M. tuberculosis FadD28 bisubstrate binding inhibition | FadD28 bisubstrate probe binding, fluorescence polarization | inhibition, % at 12.5 µM | 0.22% of 360,000 active | AID 588549; in the data active means inhibition above about 8.5%, passing the limit was not always enough
TcdB inh = TcdB glycohydrolase inhibition | inhibition, % at 9.99 µM | TcdB glycohydrolase enzymatic assay, plate reader | AID 652162 | 0.24% of 350,000 active | P18177; in the data active means inhibition above about 10%
Mtb FBA inh = inhibitors of M. tuberculosis fructose-bisphosphate aldolase; purified M. tuberculosis FBA, fluorescence read-out; 2.3% of 360,000 active; inhibition, % at 1 µM; in the data active means inhibition above about 27%;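 further: 0% = vehicle and 100% = reference inhibitor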
Target sequence (P9WQA3 whole entry, looked up): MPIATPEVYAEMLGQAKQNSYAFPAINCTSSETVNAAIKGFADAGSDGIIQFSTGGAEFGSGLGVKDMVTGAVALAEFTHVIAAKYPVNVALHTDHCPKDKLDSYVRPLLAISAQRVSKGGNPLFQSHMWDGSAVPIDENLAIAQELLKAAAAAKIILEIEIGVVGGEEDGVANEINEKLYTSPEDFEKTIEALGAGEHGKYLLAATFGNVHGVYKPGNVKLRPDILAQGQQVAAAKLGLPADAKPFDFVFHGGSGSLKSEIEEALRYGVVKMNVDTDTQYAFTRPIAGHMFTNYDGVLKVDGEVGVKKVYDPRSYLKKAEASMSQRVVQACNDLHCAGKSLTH
PfHsp40 rescue = compounds rescuing yeast from Plasmodium falciparum HSP40 toxicity | S. cerevisiae expressing PfHsp40, growth rescue, ATP luminescence | growth rescue, % at 12.5 µM | 0.68% of 340,000 active | AID 504582; in the data active means growth rescue above about 28%, passing the limit was not always enough;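 further: yeast W303a lacking pdr1 and pdr3 grown in galactose medium; growth measured after three days at 30 °C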
An asterisk follows results filed as active; i = inactive; x = not tested or not shown; + = active, no number; & = joins results of further samples.

SMILES,BH1578 lux ind,Yp Topo-I inh,Mtb UGM inh,GDH-TPI counter,BioA inh,FadD28 FP inh,TcdB inh,Mtb FBA inh,PfHsp40 rescue
CCN(CC)S(=O)(=O)c1ccc(N(C)C)c(NC(=O)CSCc2c(C)noc2C)c1,-12,15,5.8,-3,7.0,-1.5,1.3,4,-1.8
CCc1nc2ccccc2c(C(=O)OCC(=O)C(C)(C)C)c1C,-0.1,8,-3.0,-1,x,-1.9,1.2,-2,5.5
O=C1COc2ccc(C(=O)COC(=O)c3ccco3)cc2N1,i,-1,-2.9,2,x,-1.4,-1.4,0,-0.5
O=Cc1ccc(-c2ccccc2C(=O)O)o1,-0.4,4,-3.1,21,x,-0.8,1.8,8,-0.9
COc1ccc(C(O)(CCC(C)C)C(CN2CCOCC2)c2ccc(Cl)cc2)cc1 (stereo not drawn),i,34,1.2,-1,-0.4,-2.4,-0.1,1,0.9
O=C(O)CNC(=S)NCc1ccccc1,-0.2,-3,1.2,1,0.6,1.0,0.4,-1,0.0
C=C(C)c1cccc(C(C)(C)NC(=O)Nc2nncs2)c1,-0.5,6,2.5,-4,1.7,-0.1,2.0,1,-0.2
OCCNCc1ccc(-c2ccccc2)cc1,-0.3,0,-1.6,3,x,-3.2,1.3,2,-2.4
CCOc1ccccc1-c1cnc(NC)cn1,-0.5,10,x,19,-1.0,-0.4,0.4,+,x
Cc1ccc(-c2c(C#N)c(N)nc3c2CCCC3)o1,i,14,-4.1,7,x,0.2,0.7,13,1.7
O=C(O)c1[nH]c2ccccc2c1NS(=O)(=O)c1ccc(F)cc1,i,11,3.7,1,-0.2,-1.5,-1.1,-2,-1.2
COc1cccc(NC(=O)c2nnn(CC(=O)Nc3cc(C)cc(C)c3)c2N)c1,-0.5,32,-1.2,6,0.2,-1.2,0.2,-2,0.2
Cc1nnc(SCC(=O)Nc2sccc2C(N)=O)n1Cc1ccccc1,-1.0,0,-0.9,-4,1.0,-0.6,0.1,3,-1.1
CCCc1cc(=O)[nH]c(SCc2cccnc2)n1,i,-3,-0.5,-11,x,-2.5,x,-4,-1.1
CC(C)C(=O)N1c2ccccc2NC2=C(C(=O)CCC2)C1c1ccc(N(C)C)cc1 (stereo not drawn),5.9,10,-1.2,21,-2.2,-2.7,x,0,-0.1
O=C(CCCSc1ccccc1)Nc1ccc(Cl)c(S(=O)(=O)N2CCOCC2)c1,-1.1,30,-0.1,2,0.8,-0.1,0.6,0,3.7
NC(=O)Cn1cc(C(=O)C(=O)N2CCOCC2)c2ccccc21,-0.4,6,1.5,10,-2.4,-1.3,3.7,2,0.3
COc1ccc(CNC(=O)Cn2c(=O)n(CC(=O)N3CCCCC3)c(=O)c3sccc32)cc1,6.2,3,1.3,12,0.3,1.4,0.7,0,-0.2
Cc1cc(CSc2ccccc2)ccc1NC(=O)c1ccc(Cl)c([N+](=O)[O-])c1,i,-4,-0.4,-8,0.1,-2.2,x,-2,23
Cc1ccccc1NS(=O)(=O)c1ccc(C(=O)NCCCN2CCCC2=O)cc1,i,-5,0.8,0,x,-3.1,0.0,0,0.7
O=C(c1cccc(Br)c1)c1conc1C(=O)c1ccco1,-0.3,-4,-0.7,-3,x,-0.9,0.9,2,-0.3
COc1ccccc1-c1nnc2sc(COc3ccc(Cl)cc3Cl)nn12,-0.3,18,-5.2,4,-1.2,-2.4,x,-5,0.7
O=C(CCCc1nc2ccccc2s1)N1CCN(S(=O)(=O)c2cccs2)CC1,-0.6,-8,1.2,6,-2.4,-0.2,x,2,0.8
Cc1cc(N=Nc2ccccc2C)ccc1N,-0.7,-8,0.2,x,0.3,0.3,1.0,x,21
COC(=O)c1ccc(CSc2nc3ccccc3s2)o1,-0.4,10,2.2,-11,1.3,-1.3,1.7,-1,2.0
CN(c1ccc(-c2csc(NC(=O)CCCc3nc4ccccc4c(=O)[nH]3)n2)cc1)S(C)(=O)=O,-0.8,5,x,8,-0.2,-0.3,0.6,0,x
CCCCOc1cccc(C(=O)Nc2ccc(S(=O)(=O)Nc3cc(C)on3)cc2)c1,i,12,3.3,-9,x,-4.1,0.5,-4,0.3
COc1ccc(S(=O)(=O)N(C)c2ccc(C(=O)NCCC(C)C)cc2)cc1,-2.7,3,0.1,-4,1.3,-3.5,1.9,0,6.2
C/C(=N\OC(=O)c1ccc(Cl)c(Cl)c1)c1sc(C)nc1C,0.0,0,3.8,8,-1.0,-0.5,x,0,0.4
O=C(CSc1nnnn1-c1ccccc1)Nc1nsc(-c2ccccc2)n1,i,3,1.5,7,-0.8,-1.6,x,3,-1.0

Whole records, quoted from the list. Values in the order: BH1578 lux ind	Yp Topo-I inh	Mtb UGM inh	GDH-TPI counter	BioA inh	FadD28 FP inh	TcdB inh	Mtb FBA inh	PfHsp40 rescue
`O=C(CCCc1nc2ccccc2s1)N1CCN(S(=O)(=O)c2cccs2)CC1` as listed: -0.6	-8	1.2	6	-2.4	-0.2	x	2	0.8
`COC(=O)c1ccc(CSc2nc3ccccc3s2)o1` as listed: -0.4	10	2.2	-11	1.3	-1.3	1.7	-1	2.0
`Cc1ccccc1NS(=O)(=O)c1ccc(C(=O)NCCCN2CCCC2=O)cc1` as listed: i	-5	0.8	0	x	-3.1	0.0	0	0.7
`O=C(CSc1nnnn1-c1ccccc1)Nc1nsc(-c2ccccc2)n1` as listed: i	3	1.5	7	-0.8	-1.6	x	3	-1.0

The list goes on.
SMILES,BH1578 lux ind,Yp Topo-I inh,Mtb UGM inh,GDH-TPI counter,BioA inh,FadD28 FP inh,TcdB inh,Mtb FBA inh,PfHsp40 rescue
C=CCOC(=O)C1=C[C@H](C2CCCCC2)[C@@H](CCCO)[C@H](OCC)O1,-0.3,32,1.9,-3,3.9,-2.5,2.0,2,1.1
COC(=O)c1cccc(NC2CC(=O)N(c3ccc(OC)c(OC)c3)C2=O)c1 (stereo not drawn),-3.8,7,1.0,2,1.2,0.1,x,0,-2.0
Nc1ccnn1Cc1ccncc1,i,5,0.0,2,x,-1.2,0.5,-3,14
CC(C)CCNC(=O)CCn1nc(-c2ccc(Cl)cc2)ccc1=O,-0.5,1,0.9,3,2.3,-0.8,2.5,4,-1.4
COc1ccc(NC(=S)N2CCN(c3ccccn3)CC2)cc1OC,-2.7,0,-1.0,1,x,-1.7,x,0,-1.2
CC1(C)CC(=O)C(C2=NC(C)(C)Cc3ccccc32)=C(O)C1,-5.6,2,1.6,12,-1.6,-0.2,x,6,0.3
CCCn1c(SCC(=O)Nc2cccc(C)n2)nnc1C(C)C,0.1,2,-0.5,-1,-1.4,-1.6,-0.5,-1,-0.8
Cn1c(-c2ccccc2)nc2cnccc21,-0.4,-4,0.3,20,0.1,-2.3,0.1,2,0.6
COCc1ccc(C(=O)N2CCCC(N(C)CCc3ccc(OC)c(OC)c3)C2)s1 (stereo not drawn),i,-12,-0.8,3,1.5,-0.2,0.1,5,-0.5
CCOC(=O)C1=C(CN2CCN(C(=O)OCC)CC2)NC(=O)NC1c1ccc2c(c1)OCO2 (stereo not drawn),-0.5,27,-2.3,-2,x,0.4,1.5,-1,0.1
COc1cc(CN(C)Cc2nc3cc(C(F)(F)F)ccc3c(=O)[nH]2)ccc1OC(F)F,-0.1,-2,2.5,-12,-0.2,-5.8,1.7,1,1.2
CCCc1nnc(SCC(=O)N2CCCC2)n1CC1CCCO1 (stereo not drawn),x,10,2.6,3,-1.8,-2.3,x,2,0.2
COc1cccc(OC)c1OCCNCC1COc2ccccc2O1 (stereo not drawn),-0.5,11,-3.4,-6,0.8,-0.2,1.5,0,-1.2
CC(=O)NC(CC(=O)c1ccc([N+](=O)[O-])cc1)C(Cl)(Cl)Cl (stereo not drawn),-0.4,1,-1.6,9,x,0.6,0.6,1,-0.7
Nc1nc(NCCOCCO)nc(NCC2CCCO2)c1[N+](=O)[O-] (stereo not drawn),-0.3,-4,-1.0,43*,x,0.3,1.6,-1,-1.5
COc1ccc(-c2cc(C(F)(F)F)nc(N3CCOCC3)n2)cc1OC,i,4,0.5,29,1.7,0.8,x,4,0.1
CCN1C(=O)C(O)(CC(=O)c2ccc3c(c2)OCCO3)c2ccccc21 (stereo not drawn),-0.2,-4,-1.0,-1,-0.9,-2.4,2.1,1,0.7
COc1ccccc1C(=O)N/C(=C\c1ccc(Br)cc1)C(=O)N1CCCC1,i,24,3.2,13,1.2,-0.7,0.1,-1,x
CC(=O)c1ccc(S(=O)(=O)Nc2ccc(C(=O)N(C)CC(=O)Nc3cccc(C)c3C)cc2)cc1,-4.5,3,x,10,1.3,0.8,-0.4,5,0.9
CCc1sc(NC(=O)CN2CCC(C(N)=O)CC2)nc1-c1ccccc1,0.0,4,-1.7,-1,0.6,-6.9,0.6,-4,0.2
CCn1c(Cc2ccccc2)nnc1SCC(=O)Nc1ccc2c(c1)OCO2,i,2,2.3,-10,2.5,-2.4,x,2,-1.4
O=C(NC1CCS(=O)(=O)C1)c1cccs1 (stereo not drawn),-0.3,-1,0.9,-1,-2.0,0.9,0.2,0,1.4
COc1ccc(-c2cc(C3CCN(C(=O)OC(C)(C)C)CC3)[nH]n2)cc1,-2.8,6,0.0,-2,x,-3.2,0.9,0,0.7
C[C@@H]1CN([C@@H](C)CO)C(=O)CCCn2cc(nn2)CO[C@H]1CN(C)C(=O)CCCN(C)C,-1.1,-2,x,3,-1.1&1.8,0.1,-0.5&1.0,-1,x
CCOC(=O)C1CCCN(C(=O)CN2C(=O)COc3ccc(C(C)(C)C)cc32)C1 (stereo not drawn),12,20,0.5,-7,1.0,-3.7,1.2,-2,-0.3
NS(=O)(=O)c1ccc(NC(=O)/C=C/c2ccco2)cc1,i,3,-0.1,24,x,-2.8,-0.2,-2,-1.2
Cc1cccc(C2c3[nH]c4ccccc4c3CCN2C(=O)CN2CCOC2=O)n1 (stereo not drawn),i,12,-1.1,1,52*,0.3,1.3,0,0.5
COc1cccc(-c2nnc(SCC(=O)Nc3cc(C)on3)n2C)c1,-4.2,-3,-0.6,-4,5.7,-1.5,0.5,-2,-0.3
COc1cc(-c2nc(C)c(C(C)=O)n2O)ccc1OCC(=O)Nc1ccc(F)cc1,-0.3,-1,-0.6,7,-0.6,-1.0,-0.5,-2,0.5
COc1ccccc1N1CCN(C(=O)C2CCCCN2S(=O)(=O)c2ccc(C)cc2)CC1 (stereo not drawn),i,21,2.8,7,-1.5,0.2,0.5,-1,-0.6
O=S(=O)(Nc1ccc(Oc2ncccn2)c(Cl)c1)c1ccc(F)cc1,i,5,-0.2,-2,-1.3,1.8,x,1,-2.0
O=C(Cc1ccccc1)NNC(=O)Nc1cccc(Cl)c1,-6.2,7,-1.5,3,-2.3,0.5,x,-1,-2.5
